DAGLB inh: diacylglycerol lipase beta (human) inhibition. Q8NCG7. HEK293T DAGLB membrane lysate, EnzChek fluorogenic substrate. inhibition, % at 5.17 µM. hit rate 0.059% among 340,000. AID 504411; in the data active means inhibition above about 34%;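 further: 0% = enzyme with vehicle and 100% = wells lacking enzyme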
PKA-R2B act: activates the human PKA-R2B holoenzyme complex; PKA-R2B holoenzyme dissociation, Cy5-IP20 fluorescence polarization; R2B truncated from residue 108, S112A mutant; 0% DMSO only, 100% 113 µM cGMP; activation, % at 11.4 µM; hit rate 0.079% among 340,000; AID 504700;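 active means activation above a cutoff set at the mean over all compounds plus 3 SD, cut at about 18% in these data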;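 further: higher means more holoenzyme dissociation and a rise in polarization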
Target sequence (P31323 whole entry, looked up, other chains not shown, the tested form may be a part): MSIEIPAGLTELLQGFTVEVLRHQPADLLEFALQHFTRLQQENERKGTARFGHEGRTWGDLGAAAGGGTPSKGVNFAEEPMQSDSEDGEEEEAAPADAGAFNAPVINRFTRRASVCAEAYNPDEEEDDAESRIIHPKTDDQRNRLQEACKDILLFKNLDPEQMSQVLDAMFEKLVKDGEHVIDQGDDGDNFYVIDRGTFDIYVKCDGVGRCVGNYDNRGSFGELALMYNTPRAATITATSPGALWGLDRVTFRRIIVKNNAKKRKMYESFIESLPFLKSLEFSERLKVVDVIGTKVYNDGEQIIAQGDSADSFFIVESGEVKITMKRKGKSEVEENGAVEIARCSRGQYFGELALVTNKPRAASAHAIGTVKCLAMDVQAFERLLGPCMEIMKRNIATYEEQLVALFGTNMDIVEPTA
OPRM1-OPRD1 inv: inverse agonists of human mu-delta opioid receptor heterodimerization | P35372+P41143 | cell-based MOR-DOR heterodimer luminescence, inverse agonism | inhibition, % at 9.3 µM | hit rate 0.21% among 340,000; in the data active means inhibition above about 22%, passing the limit was not always enough;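 further: 0% = cells with DMSO and 100% = wells without cells with DMSO; values of inactives mirror those of a sister screen read the other way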
OPRM1-OPRD1 ag: agonists of human mu-delta opioid receptor heterodimerization; activation, % at 9.3 µM; cells, OPRM1-OPRD1 heterodimerization, luminescence; P35372+P41143; hit rate 0.3% among 340,000; in the data active means activation above about 18%;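 further: 0% = vehicle-treated cells and 100% = reference agonist; values of inactives mirror those of a sister screen read the other way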
V-ATPase pHluor: yeast V-ATPase proton transport regulation by pHLuorin | hit rate 0.37% among 350,000 | S. cerevisiae, pHLuorin cytosolic pH fluorescence | response, % at 10 µM; in the data active means response mostly above about 7.3%, no sharp cut-off; inactive means mostly below about 5.4%; further: actives read high; inactives centre near 0; some compounds called inactive have numbers as strong as hits; reference of the scale not given here
HTR5A ag ctr: activates human HTR5A in OPRM1-OPRD1 agonist counter-screen. P47898. activation, % at 9.3 µM. AID 504692. hit rate 0.61% among 340,000. HTR5A agonist assay, luminescence, cell-based; in the data active means activation mostly above about 9.5%, no sharp cut-off; inactive means mostly below about 7.6%;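 further: 0% = cells with vehicle only and 100% = reference agonist; strong numbers were not always called active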
Target sequence (P47898 whole entry, looked up): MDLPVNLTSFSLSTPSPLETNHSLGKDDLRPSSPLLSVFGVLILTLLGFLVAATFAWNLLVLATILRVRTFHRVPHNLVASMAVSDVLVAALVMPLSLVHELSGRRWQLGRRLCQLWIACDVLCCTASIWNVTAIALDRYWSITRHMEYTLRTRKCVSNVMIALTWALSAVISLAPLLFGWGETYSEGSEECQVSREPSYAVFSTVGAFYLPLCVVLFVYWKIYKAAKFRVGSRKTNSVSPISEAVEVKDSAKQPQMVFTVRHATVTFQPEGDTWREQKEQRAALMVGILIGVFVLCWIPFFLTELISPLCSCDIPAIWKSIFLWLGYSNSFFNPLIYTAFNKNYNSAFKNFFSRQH
HTR5A inv ctr: inverse agonist of human HTR5A in OPRM1-OPRD1 counter-screen | HTR5A cell line, luminescence, inverse agonism | inhibition, % at 9.3 µM | hit rate 0.083% among 340,000 | AID 504634 | P47898; in the data active means inhibition mostly above about 23%, no sharp cut-off; inactive means mostly below about 18%;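 further: 0% = cells with DMSO and 100% = no-cell wells with DMSO; some compounds called inactive have numbers as strong as hits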
DSG3 Ab inh: human desmoglein-3 autoantibody binding inhibition; AID 588358; DSG3-coupled beads, scFv-anti-DSG3-GFP binding, flow cytometry; stronger effect = lower value; binding (percent of control), % at 10 µM; hit rate 0.48% among 310,000;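 active means binding more than 3 SD below its plate's average and above zero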;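 further: hits lower antibody fragment binding to DSG3; some compounds called inactive have numbers as strong as hits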
Arrestin-AP2 inh: human beta-arrestin and AP2 interaction inhibition; FITC-arrestin peptide / GST-AP2 beads, flow cytometry; AP2 beta2 appendage carries R879A mutation; inhibition, % at 10 µM; hit rate 0.31% among 340,000; AID 504490;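 active means inhibition above a set limit, near 3 SD of compounds lacking own fluorescence, cut at about 54% in these data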;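 further: plate controls were DMSO wells for no effect and 5 µM unlabelled arrestin peptide for full effect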
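System: GST-AP2 R879A glutathione beads. Medium: PBS with 0.05% Tween 20 and 0.1% BSA. Also added: FITC-arrestin peptide, 50 nM. Incubation: 12 min plus 1 h, RT. Measured by: high-throughput flow cytometry of beads, ex 488, em 535 nm. Evaluation: percent drop in bead-associated FITC signal.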
PKA-R1A act: activates the PKA-R1A holoenzyme complex. P00514+P68181. PKA-R1A dissociation, Cy5-IP20 fluorescence polarization; scaled: DMSO 0%, 113 µM cGMP 100%. activation, % at 11.4 µM. hit rate 0.083% among 340,000;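 active means percent activation above the mean of all tested compounds plus 3 SD, cut at about 19% in these data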;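 further: higher means more PKAc released from R1A so a rise in polarization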
* marks the source's active call; other numbers are inactive results; / = no result given. No enrichment for hits. Share with any hit: about 2.4%.

#1 CCOc1ccc(-n2nc3ccc(NC(=O)c4ccc5c(c4)OCCO5)cc3n2)cc1
#2 O=C(COC(=O)[C@@H]1CC(O)CN1S(=O)(=O)c1ccc(Cl)cc1)NC(=O)NCc1ccccc1 (some centres not stated)
#3 CC1Cc2nc(SCC(=O)N3CCc4ccccc43)n(C)c(=O)c2S1 (configuration not stated)
#4 CCOc1ccccc1NC(=O)C(OC(=O)c1cc(C)oc1C)c1ccccc1 (configuration not stated)
#5 Cc1nn2c(C(F)(F)F)cc(-c3ccc(Cl)cc3)nc2c1C(=O)N1CCOCC1
#6 CC(C)c1nc(NCCO)c(C#N)c2c1CCCC2
#7 COC(=O)c1cc(NC(=O)CC2SCCNC2=O)cc(C(=O)OC)c1 (configuration not stated)
#8 CC(C)N1CCN(Cc2cnc(N3CCCC3)s2)CC1CCO (configuration not stated)

Assay by compound,1,2,3,4,5,6,7,8
DAGLB inh,2,-2,0,-11,0,-6,-2,1
PKA-R2B act,-13,-3,-1,-18,-10,-9,-5,3
OPRM1-OPRD1 inv,11,-4,5,-37,13,-5,13,0
OPRM1-OPRD1 ag,-1.9,0.6,-0.9,5.1,-2.8,1.0,-3.0,0.1
V-ATPase pHluor,-2,-1,-1,2,0,-1,-6,6
HTR5A ag ctr,3,6,4,-3,1,6,0,-3
HTR5A inv ctr,1,-17,-12,-7,-5,-15,-14,9
DSG3 Ab inh,5.0*,103,97,115,96,/,/,107
Arrestin-AP2 inh,-5,11,27,-1,10,6,2,-2
PKA-R1A act,-8,-8,-6,-6,-8,-6,-5,-5

One compound at a time, as listed above. Order of screens: DAGLB inh	PKA-R2B act	OPRM1-OPRD1 inv	OPRM1-OPRD1 ag	V-ATPase pHluor	HTR5A ag ctr	HTR5A inv ctr	DSG3 Ab inh	Arrestin-AP2 inh	PKA-R1A act
`COC(=O)c1cc(NC(=O)CC2SCCNC2=O)cc(C(=O)OC)c1` (configuration not stated) in the list: -2	-5	13	-3.0	-6	0	-14	/	2	-5
`Cc1nn2c(C(F)(F)F)cc(-c3ccc(Cl)cc3)nc2c1C(=O)N1CCOCC1` in the list: 0	-10	13	-2.8	0	1	-5	96	10	-8
`CC(C)c1nc(NCCO)c(C#N)c2c1CCCC2` in the list: -6	-9	-5	1.0	-1	6	-15	/	6	-6

Next compounds.
#9 NC(=O)COc1ccc(S(=O)(=O)N2CCCC2)cc1
#10 COc1ccc(-c2[nH]ncc2CN2C[C@@H]3CCC[C@H]2C3)c(F)c1
#11 CC(C)=CCN1CCN(CCCn2cccn2)CC1CCO (configuration not stated)
#12 CCCc1nc2ccccc2c(=O)n1-c1c(C)n(C)n(-c2ccccc2)c1=O
#13 CN(C)c1nc(N)nc(CSc2nnnn2-c2cccc3ccccc23)n1
#14 COc1ccc(C(=O)NCCNC(=O)c2cnccn2)cc1
#15 CCSc1ccc([C@@H]2[C@@H]3C(=O)N(CC)C(=O)[C@@H]3[C@]3(C(=O)OC)CCCN23)cc1
#16 COc1cc(C=C2C(=O)OC(C)(C)OC2=O)ccc1OCC(=O)Nc1ccccc1

Assay by compound,9,10,11,12,13,14,15,16
DAGLB inh,0,0,-4,-3,0,1,1,1
PKA-R2B act,-1,-7,-7,10,-4,4,-5,-6
OPRM1-OPRD1 inv,/,7,18,12,8,-17,6,12
OPRM1-OPRD1 ag,/,-1.3,-3.5,-2.2,-1.6,2.1,-1.0,-1.9
V-ATPase pHluor,3,2,-1,1,1,3,-1,0
HTR5A ag ctr,/,-2,-2,-3,-3,1,6,5
HTR5A inv ctr,/,5,4,8,-18,-8,-6,16
DSG3 Ab inh,103,110,99,102,99,129,106,90
Arrestin-AP2 inh,/,-19,25,-1,26,-1,3,-5
PKA-R1A act,1,3,3,-6,16,11,0,1

#17 Cn1ncc2c(Nc3cccc([N+](=O)[O-])c3)ncnc21
#18 Cc1cccc(C(=O)Nc2ccccc2C(=O)Nc2ccc(C(=O)O)cc2)c1
#19 CC1(C)NC(=O)N(CC(O)COc2cccc(F)c2)C1=O (configuration not stated)
#20 C/C(=N/OCO/N=C(\C)c1ccc(F)cc1F)c1ccc(F)cc1F
#21 COC(=O)c1ccc(COc2ccc(C3C4=C(CCCC4=O)Nc4onc(C)c43)cc2)cc1 (configuration not stated)
#22 Cc1ccc(NC(=O)c2cnn(C)c2)cc1[N+](=O)[O-]
#23 Cn1c(=O)c2c(nc(CN3CCOCC3)n2CC(O)CO)n(C)c1=O (configuration not stated)
#24 CCCCCC(=O)NNC(=O)c1ccc(F)cc1

Assay by compound,17,18,19,20,21,22,23,24
DAGLB inh,0,3,-2,-8,1,0,0,-4
PKA-R2B act,1,2,2,8,1,10,5,-3
OPRM1-OPRD1 inv,12,11,-1,-12,2,4,8,10
OPRM1-OPRD1 ag,-2.3,-2.3,0.2,2.0,-0.3,-0.6,-1.6,-2.1
V-ATPase pHluor,-3,0,1,-2,1,0,0,0
HTR5A ag ctr,-1,4,14,-1,-3,0,5,0
HTR5A inv ctr,10,2,-38,3,-12,1,1,-22
DSG3 Ab inh,92,101,101,76,106,96,97,105
Arrestin-AP2 inh,31,-7,-3,-10,37,9,30,-1
PKA-R1A act,-14,-6,3,-5,3,1,4,-7

#25 CCOc1ccc(S(=O)(=O)N2CCN(C(=O)Cc3ccc(S(=O)(=O)N4CCOCC4)s3)CC2)cc1
#26 CCOC(=O)/C(=C/c1c2ccccc2cc2ccccc12)NC(=O)c1ccccc1
#27 CCCCCCCCSc1n[nH]c(N)n1
#28 CN(C)CCCOC(=O)COc1ccc(Br)cc1
#29 O=C(COc1ccccc1)Nc1ccc(S(=O)(=O)N2CCOCC2)cc1
#30 COc1cccc2c1O/C(=N\O)C(C(=O)Nc1cccc(Br)c1)C2 (configuration not stated)
#31 O=C1c2ccccc2C(=O)N1CCCc1cn(C[C@H]2CC[C@@H]([C@@H]3CC[C@H](Cn4cc(CCCN5C(=O)c6ccccc6C5=O)nn4)O3)O2)nn1
#32 O=C(CN1CCN(c2ccc(O)cc2)CC1)Nc1ccc(SC(F)F)cc1

Assay by compound,25,26,27,28,29,30,31,32
DAGLB inh,0,-6,0,-1,2,0,-2,1
PKA-R2B act,-6,11,-1,7,-1,-25,-4,-9
OPRM1-OPRD1 inv,-3,-18,-2,19,9,16,9,-10
OPRM1-OPRD1 ag,0.4,3.1,0.4,-3.6,-1.6,-3.5,-1.6,2.2
V-ATPase pHluor,-2,-2,2,3,0,-1,-2,-1
HTR5A ag ctr,5,-6,0,-2,0,0,-1,10
HTR5A inv ctr,-9,-10,0,3,24,0,-2,-12
DSG3 Ab inh,102,103,101,111,107,182,99,100
Arrestin-AP2 inh,-6,6,9,-12,12,1,-1,-4
PKA-R1A act,-3,-1,-6,-1,-17,0,7,3

Of the compounds above, these contain bromine.
#28 CN(C)CCCOC(=O)COc1ccc(Br)cc1
#30 COc1cccc2c1O/C(=N\O)C(C(=O)Nc1cccc(Br)c1)C2 (configuration not stated)

Assay by compound,28,30
DAGLB inh,-1,0
PKA-R2B act,7,-25
OPRM1-OPRD1 inv,19,16
OPRM1-OPRD1 ag,-3.6,-3.5
V-ATPase pHluor,3,-1
HTR5A ag ctr,-2,0
HTR5A inv ctr,3,0
DSG3 Ab inh,111,182
Arrestin-AP2 inh,-12,1
PKA-R1A act,-1,0

Following part.
#33 COc1ccc2c(c1)C(=O)C(=O)N2CC1COc2ccccc2O1 (configuration not stated)
#34 CCCCN(C)C(=O)c1ccc2c(c1)N(CC)C(=O)c1ccccc1S2=O (configuration not stated)
#35 CC(C)(C)c1ccc(OCCC(=O)Nc2ccc(N3CCOCC3)cc2N2CCOCC2)cc1
#36 c1ccc2c(c1)OCCc1c-2[nH]c2ccccc12
#37 COc1ccc(C(CC(=O)N2CCCCC2)c2c(OC)cc(OC)c3ccc(=O)oc23)cc1 (configuration not stated)
#38 Cc1cc2ncn(CC(O)COC3CCCCC3)c2cc1C (configuration not stated)
#39 COc1ccc([C@H]2CC(=O)C=C(c3cccc(CO)c3)C2)cc1
#40 CCOc1ccccc1NC(=O)CN(c1ccc(OC)cc1)S(=O)(=O)c1c(C)[nH]c(=O)[nH]c1=O

Assay by compound,33,34,35,36,37,38,39,40
DAGLB inh,-2,2,5,2,1,-1,0,2
PKA-R2B act,4,0,-6,-7,-8,4,6,-12
OPRM1-OPRD1 inv,38*,15,-49,-23,17,6,10,17
OPRM1-OPRD1 ag,-8.1,-3.4,7.5,5.1,-3.1,-1.0,-2.1,-3.2
V-ATPase pHluor,-2,4,-1,-1,0,/,10,1
HTR5A ag ctr,-5,4,-2,-1,-2,2,0,1
HTR5A inv ctr,18,-15,5,4,20,-3,-4,-4
DSG3 Ab inh,100,94,107,109,104,100,103,92
Arrestin-AP2 inh,40,-6,-2,11,2,-18,3,-8
PKA-R1A act,-2,-9,0,1,-1,-7,8,-17

#41 O=C(O)c1ccc(NCCC2=CCCCC2)c([N+](=O)[O-])c1
#42 Cc1ccc(N(CC(O)Cn2c3ccccc3c3ccccc32)S(C)(=O)=O)cc1 (configuration not stated)
#43 CSc1cccc(NC(=O)CSc2nnc(C)s2)c1
#44 N#CCN(C(=O)CSc1nnc(C2CC2)n1C1CC1)c1ccccc1
#45 CNC(=S)NC1CC2CCC(C1)N2Cc1ccccc1 (configuration not stated)
#46 COc1ccc(S(=O)(=O)N2CCCN(CCC(=O)Nc3cccc(C(F)(F)F)c3)CC2)cc1
#47 COc1ccccc1NS(=O)(=O)c1ccc(NC(=O)c2ccccn2)cc1
#48 COc1cccc(N2CCN(C(=O)c3cc4c(OC)c(OC)c(OC)cc4[nH]3)CC2)c1

Assay by compound,41,42,43,44,45,46,47,48
DAGLB inh,14,3,-1,-1,0,-2,-2,3
PKA-R2B act,-12,-7,5,-7,-2,-11,3,1
OPRM1-OPRD1 inv,20,-14,11,/,-17,-2,3,-1
OPRM1-OPRD1 ag,-4.1,3.0,-2.3,/,2.8,0.4,-0.6,0.3
V-ATPase pHluor,2,0,-1,1,2,0,-1,-3
HTR5A ag ctr,-7,11,2,/,7,8,0,-2
HTR5A inv ctr,27,8,-4,/,-17,-51,18,9
DSG3 Ab inh,105,118,105,103,107,107,107,113
Arrestin-AP2 inh,-13,4,34,/,10,9,7,-14
PKA-R1A act,1,-4,0,-8,-12,-1,0,1

#49 CC(/C=N/NC(=O)c1n[nH]c2c1CCC2)=C\c1ccccc1
#50 COc1ccc(NC(=O)/C(=C\c2ccc(F)cc2)NC(=O)c2ccco2)cc1
#51 O=C1C=C(c2ccc(-c3ccccc3)c(F)c2)C[C@@H](c2ccc(F)cc2)C1
#52 CCCCn1nc2cc(C(=O)NCC34CC5CC(CC(C5)C3)C4)ccc2c1OCC

Assay by compound,49,50,51,52
DAGLB inh,-2,-1,-10,-6
PKA-R2B act,-3,6,-4,-6
OPRM1-OPRD1 inv,4,13,-6,1
OPRM1-OPRD1 ag,-0.7,-2.4,1.0,-0.2
V-ATPase pHluor,1,2,-3,-3
HTR5A ag ctr,8,1,5,1
HTR5A inv ctr,-5,-3,-5,-2
DSG3 Ab inh,/,106,103,103
Arrestin-AP2 inh,3,25,25,26
PKA-R1A act,-3,5,-2,0

Assay outcomes as filed in PubChem BioAssay.
